PHOSPHO1 block – PHOSPHO1 (human) inhibition; inhibition, % at 13.3 µM; recombinant PHOSPHO1, absorbance phosphatase assay; 1.1% of 290,000 active; in the data active means inhibition above about 60%
Target sequence (Q8TCT1 whole entry, looked up): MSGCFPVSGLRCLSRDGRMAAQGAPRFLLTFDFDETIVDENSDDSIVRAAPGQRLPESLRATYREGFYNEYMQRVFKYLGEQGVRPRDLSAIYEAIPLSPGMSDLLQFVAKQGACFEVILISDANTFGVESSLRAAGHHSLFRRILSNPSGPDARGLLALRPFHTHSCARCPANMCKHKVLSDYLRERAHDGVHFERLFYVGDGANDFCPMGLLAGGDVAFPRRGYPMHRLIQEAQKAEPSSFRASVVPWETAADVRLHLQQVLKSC
DNA FID counter – counter-screen for HCV NS3 helicase inhibitors: DNA intercalator displacement. AID 1845. inhibition, % at 7.9 µM. 0.17% of 290,000 active. DNA fluorescent intercalator displacement, fluorescence; in the data active means inhibition above about 37%;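 further: 0% = vehicle and 100% = reference compound; higher means more ethidium bromide displaced from hairpin DNA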
NALP1 yeast inh – NALP1 inhibition; S. cerevisiae NALP1/ASC/caspase-1 growth, X-gal OD620, 72 h; AID 2071; 0.61% of 280,000 active; inhibition, % at 10 µM; in the data active means inhibition mostly above about 24%, no sharp cut-off; inactive means mostly below about 32%; further: some compounds called inactive have numbers as strong as hits
MEKK2mut PB1 HTS – signal of MEK5 binding to mutant human MEKK2 PB1 domain | bead flow cytometry, Alexa488-MEK5 binding to MEKK2 mutant | percent response, % at 10 µM | 0.35% of 290,000 active; in the data active means percent response above about 24%, passing the limit was not always enough; further: inactives centre near 1; some results filed as inactive read as strong as hits; reference of the scale not given here
MEKK2wt PB1 HTS – raises or lowers MEK5 binding to wildtype human MEKK2 PB1 domain. binding response (% of control), % at 10 µM. AID 1531. Q9Y2U5. bead flow cytometry, Alexa488-MEK5 binding to MEKK2 WT; actives lie on both sides. 1.1% of 290,000 active; in the data active means binding response below about 67% or above about 130%
MEKK3 PB1 HTS – raises or lowers MEK5 binding to the human MEKK3 PB1 domain. Q99759. bead-based flow cytometry, Alexa488-MEK5 binding to MEKK3; actives lie on both sides; 0 = blocked by unlabeled MEK5, 100 = vehicle. binding response (% of control), % at 10 µM. 1.4% of 290,000 active. AID 1529;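 active means binding response more than 3 SD above or below the average of its plate-row segment, actives on both sides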;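 further: Alexa488 bead fluorescence after subtracting the streptavidin-only scavenger bead signal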
PfM18AAP inh – blocks P. falciparum M18 aspartyl aminopeptidase | recombinant PfM18AAP, H-Glu-NHMec fluorogenic cleavage | inhibition, % at 7.35 µM | 1.2% of 290,000 active | AID 1822;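 active means inhibition above the campaign mean inhibition over all tested compounds plus 3 SD, cut at about 28% in these data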;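 further: 0% = plate median of test compound wells and 100% = 2 mM ZnCl2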
GPR7 antagonist – antagonists of human GPR7 (neuropeptides B/W receptor 1). P48145. GPR7-expressing cells, fluorescence antagonist assay. inhibition, % at 4.4 µM. 1.1% of 290,000 active; in the data active means inhibition above about 16%, passing the limit was not always enough;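 further: cells stimulated with the agonist NPW; 0% = agonist with vehicle and 100% = vehicle without agonist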
Target sequence (P48145 whole entry, looked up): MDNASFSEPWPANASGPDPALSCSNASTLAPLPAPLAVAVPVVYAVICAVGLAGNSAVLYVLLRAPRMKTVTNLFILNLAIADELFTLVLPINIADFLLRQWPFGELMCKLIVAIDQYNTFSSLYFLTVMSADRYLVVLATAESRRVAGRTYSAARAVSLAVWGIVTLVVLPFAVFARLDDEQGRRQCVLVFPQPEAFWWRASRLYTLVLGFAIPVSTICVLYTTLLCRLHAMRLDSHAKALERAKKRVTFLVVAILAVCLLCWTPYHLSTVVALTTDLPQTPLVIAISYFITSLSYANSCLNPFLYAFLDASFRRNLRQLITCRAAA
OXTR agonist – activates the human oxytocin receptor; P30559; AID 2435; CHO-OTR cells, Fluo-8 calcium fluorescence; normalized: DMSO 0%, oxytocin 100%; activation, % at 3 µM; 0.32% of 320,000 active;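 active means activation above the mean of all tested compounds plus 3 SD, cutoff set per screening run, cut at about 20% in these data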;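 further: peak over basal fluorescence ratio from a 100 s FLIPR kinetic read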
Target sequence (P30559 whole entry, looked up): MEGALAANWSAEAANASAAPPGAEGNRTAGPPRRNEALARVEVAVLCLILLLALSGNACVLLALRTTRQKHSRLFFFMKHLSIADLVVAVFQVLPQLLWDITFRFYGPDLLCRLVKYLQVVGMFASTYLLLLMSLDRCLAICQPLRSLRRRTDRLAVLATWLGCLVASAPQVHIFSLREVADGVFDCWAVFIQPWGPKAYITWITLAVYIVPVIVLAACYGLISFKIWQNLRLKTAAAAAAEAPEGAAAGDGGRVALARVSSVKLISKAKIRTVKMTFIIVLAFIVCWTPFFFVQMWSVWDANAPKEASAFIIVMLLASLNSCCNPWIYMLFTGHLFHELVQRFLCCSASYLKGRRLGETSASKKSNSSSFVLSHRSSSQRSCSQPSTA
The depositor's hits bear a star; x = no result given. Not a hit list, and some 6.2% of all compounds hit somewhere here.

Under each structure: PHOSPHO1 block, DNA FID counter, NALP1 yeast inh, MEKK2mut PB1 HTS, MEKK2wt PB1 HTS, MEKK3 PB1 HTS, PfM18AAP inh, GPR7 antagonist, OXTR agonist
N#Cc1ccccc1NC(=O)CSc1nnc(-c2ccccc2O)n1-c1ccccc1
→ -10, -13, 2, 5, 107, 105, 9, -5, -0.8
CCN1CCN(CCCN(Cc2ccco2)C(=S)Nc2cc(Cl)ccc2C)CC1
→ -26, 16, 28, 0, 101, 98, 10, -1, -0.2
N#Cc1nccnc1S(=O)(=O)c1cccs1
→ -6, 1, 23*, -7, 98, 96, -88, 18*, -1.3
CCCn1c2ccccc2c2cnn(CC(=O)OC)c(=O)c21
→ 23, -18, -43, 4, 103, 102, -1, -20, -1.9
O=C(NC1CCS(=O)(=O)C1)c1c(NC(=O)C2COc3ccccc3O2)sc2c1CCCC2 (stereo unspecified)
→ 0, -4, -19, 10, 110, 110, 12, -14, -0.2
COc1ccc(-c2cnnc(N/N=C/c3ccc(C)o3)n2)cc1
→ 17, -7, -2, 0, 100, 101, 2, -13, -1.0
S=C(NCc1ccncc1)Nc1ccccc1
→ 32, -1, -8, 5, 102, 103, 6, -8, -0.4
c1ccc2oc(CCc3nc4ccccc4o3)nc2c1
→ -10, x, 16, -6, 94, 93, x, x, 0.2
Cc1ccccc1C(=O)NCCN1CCOCC1
→ -9, 12, -2, -8, 90, 102, 3, -4, 0.5
COc1cccc(C2=NN(C(=O)c3ccco3)C(c3ccco3)C2)c1 (stereo unspecified)
→ 17, -38, 8, 5, 102, 102, 3, -7, -1.0
O=C1CC(c2ccccc2)CC2=C1C(c1ccccn1)Nc1ccccc1N2 (stereo unspecified)
→ 5, -14, 8, 1, 97, 101, 10, -3, -1.7
Cc1nnc(N)nc1C
→ 11, 3, 15, -3, 99, 101, 8, -8, 0.2
COc1ccc(NC(=O)c2cc(C(C)C)on2)c(OC)c1
→ 30, -11, 31, -2, 101, 99, 0, 0, -1.2
CC(=O)NCc1ccc(C(=O)CCl)s1
→ -7, 11, 3, -1, 100, 99, 3, -10, 0.9
O=C(CSc1nc2ncccc2[nH]1)Nc1ccc2c(c1)OCO2
→ -7, 1, x, -5, 99, 98, 13, 6, -2.2
Cc1c(NC(=O)CC(O)(C(F)(F)F)C(F)(F)F)c(=O)n(-c2ccccc2)n1C
→ -21, -5, 6, 2, 98, 101, 4, -8, -0.1
O=C(/C=C/c1ccc(Cl)c([N+](=O)[O-])c1)NCc1cccnc1
→ x, -1, x, 4, 106, 107, 2, 0, 2.2
CCOC(=O)C1CCCN(C(=O)c2ccc3oc(CCc4ccccc4)nc3c2)C1 (stereo unspecified)
→ 19, -61, 17, 3, 106, 102, 2, -1, 0.8
CCOC(=O)N1CCN(C(=O)CCc2cc(OC)c(OC)c(OC)c2)CC1
→ 20, -18, 9, 2, 100, 101, -6, -8, x
O=C(NNc1nc2c(F)cccc2s1)C1=COCCO1
→ 27, 16, 14, 2, 118, 125, 44*, -14, -0.2
CC(=O)Nc1ccc(N2C(=O)CC(N3CC(C)OC(C)C3)C2=O)cc1 (stereo unspecified)
→ 3, -3, 15, 5, 102, 104, -20, -12, 1.0
COc1ccccc1C(=O)NCCC(=O)Nc1ccc(C)cn1
→ 28, -11, 7, 6, 109, 104, 0, 0, -0.3
COc1ccccc1NC(=O)C1CCCN1C(=O)NCc1ccccc1 (stereo unspecified)
→ -3, -3, -10, 2, 104, 101, 2, 9, -0.8
COc1ccc(/C=C2\COc3ccccc3C2=O)c(OC)c1
→ 4, -15, 18, -6, 95, 97, 5, 12, -1.1
COc1ccc(CN(C(=O)CO/N=C/c2ccccc2)c2ccccc2C(=O)O)cc1
→ -9, -27, x, -1, 103, 102, -3, -3, -0.5
CC(=O)Nc1ccc(C(=O)Nc2cc(C(F)(F)F)ccc2-n2cnc3ccccc32)cc1
→ 19, -15, 18, -2, 95, 94, -3, 0, 2.1
Cc1ccc(-c2n[nH]c(=S)n2/N=C/c2c(C)[nH]n(-c3ccccc3)c2=O)cc1
→ 54, -1, -8, -15, 86, 86, 21, 11, -0.9
O=C(/C=C/Nc1cccc(C(F)(F)F)c1)c1ccc(Oc2ncccn2)cc1
→ 11, -21, 14, x, x, x, 0, -2, -0.8
CC(O)Cc1cn([C@@H](CCCCN)C(=O)N2CCNCC2)nn1 (stereo partly specified)
→ 5, 4, -8, 2, 93, 97, -8, -8, -0.3
CCN(CC)CCCNCC(=O)Nc1ccc2c(c1)CCC2
→ -31, 15, 7, -10, 84, 73, -2, 5, 0.7
CCCCCC(=O)N/N=C(\C)c1ccc(Cl)cc1
→ -16, -2, 8, 4, 100, 97, -5, -7, -1.0
CC(C)(C)C(=O)NC1(C(F)(F)F)C(=O)Nc2c1c(=O)[nH]c(=O)n2Cc1ccco1 (stereo unspecified)
→ -33, 2, 7, x, x, x, 1, 4, -0.1
O=C(CN1CCN(Cc2ccc(F)cc2)C1=O)NC1CCCC1
→ 7, -6, 6, 4, 105, 106, 3, -10, -0.9
CCC(=O)NC(=S)Nc1ccccc1OC
→ -15, -1, 32, -5, 95, 94, 6, 8, -0.6
COc1ccc(Cl)cc1S(=O)(=O)n1c([N+](=O)[O-])cnc1C
→ 14, -24, 9, 6, 106, 103, 2, -11, 0.1
CCOc1ccc(S(=O)(=O)N(CC(=O)O)c2ccc(C)cc2)cc1
→ 45, -30, -5, 3, 95, 102, 3, -4, 0.2
O=C(/C=C/Nc1ccc(S(=O)(=O)Nc2cnc3ccccc3n2)cc1)c1cccnc1
→ 32, -4, x, 4, 107, 108, 0, -6, 0.0
COC(=O)c1ccc(/C=N/NC(=O)C2CC(=O)N(c3ccc(F)cc3)C2)cc1 (stereo unspecified)
→ 32, -32, 14, 1, 100, 99, 0, -12, -0.7
COc1cccc(-n2nnc3c(=O)n(Cc4ccccc4Cl)cnc32)c1
→ 0, -3, 14, 7, 104, 96, -12, -2, 1.2
O=C(COC(=O)/C=C/c1cccc([N+](=O)[O-])c1)NCc1ccc2c(c1)OCO2
→ 24, 0, 2, 0, 99, 98, -4, -15, 5.3
COC(=O)c1ccc(CSc2nc3ccc(S(N)(=O)=O)cc3[nH]2)cc1
→ 31, -5, 8, 2, 104, 99, -12, -3, -0.6
CC(NC(=O)c1ccccc1)C(c1cccs1)N1CCOCC1 (stereo unspecified)
→ 18, 5, 30, 5, 109, 105, 1, 16, 0.0
c1ccc(C2CC(c3ccccc3)n3ncnc3N2)cc1 (stereo unspecified)
→ -56, -12, 10, 4, 101, 100, 4, -6, 0.9
O=C(NC1CCCC1)C(c1ccccc1)N(Cc1ccc2c(c1)OCO2)C(=O)Cc1cccs1 (stereo unspecified)
→ -9, -17, 5, 3, 94, 97, -4, 10, 1.1
CCc1ccccc1NC(=O)C1CCCN1S(=O)(=O)c1ccc(-c2ccc(=O)[nH]n2)s1 (stereo unspecified)
→ 29, -31, 2, 5, 97, 100, 6, -10, 0.7
CCCOc1ccc(N2C(=O)CC(NNC(=O)c3ccc(COc4ccccc4)o3)C2=O)cc1 (stereo unspecified)
→ -2, -47, 26, 3, 99, 142*, -6, -11, 0.0
O=C(Nc1ccccc1C(=O)Nc1nnc(C(F)(F)F)s1)c1ccccc1
→ 34, -14, 17, 14, 110, 121, -5, -11, 16
Cc1ccc(C(=O)Nc2nnc(S(=O)(=O)N3CCN(c4ccc(F)cc4)CC3)s2)cc1
→ 33, -7, 40, 6, 104, 101, -1, 3, 0.1
Cc1cc(C)c(C#N)c(SCc2ccc(C#N)cc2)n1
→ 20, 5, 4, 11, 111, 107, -7, 3, 0.0
Cc1ccc(S(=O)(=O)NCC[C@@]2(C)C3CCC2(C)C(=O)C3)cc1 (stereo partly specified)
→ 16, -27, -5, 14, 103, 106, 3, -8, -0.6
O=C(COc1ccc(S(=O)(=O)N2CCOCC2)cc1Cl)N1CCOCC1
→ 19, -6, -8, -3, 99, 100, -2, -13, 0.6
O=S(=O)(/N=C(/Nc1ccc(F)cc1F)c1ccc(Cl)cc1)c1ccccc1
→ -20, 0, -9, -1, 100, 99, -7, 2, -0.5
O=[N+]([O-])c1cc2c(c(CSc3nnc4ccccn34)c1)OCOC2
→ 1, 3, 19, -5, 89, 83, 3, 5, -0.5
CCc1cccc2c(C(=S)N3CCOCC3)c[nH]c12
→ 28, 0, 4, 0, 97, 98, -5, -1, -0.2
N#Cc1c(C(F)(F)F)cc(-c2cccs2)nc1SCC(=O)O
→ 19, -9, 11, -7, 93, 93, 0, -2, -0.6
O=C1C(=O)c2c(C(=O)c3ccccc3)coc2-c2ccccc21
→ 45, -3, 11, -11, 87, 84, 10, -7, -0.5
CCc1nnc(NC(=O)c2cc(C)nc3ccccc23)s1
→ -29, -12, 0, -15, 90, 96, 2, -2, 0.9
O=S(=O)(Nc1ccc(-c2nc3cccnc3s2)cc1)c1cc(F)ccc1F
→ 28, -12, -9, 0, 101, 103, 3, 3, 0.7
COc1ccc(-n2cc(CNCCc3cnc[nH]3)c(-c3cccc(F)c3)n2)cc1
→ -1, 11, 27*, 4, 123, 91, 0, 2, 4.5
Fc1ccc(Sc2nc(-c3ccccc3)nnc2C(F)(F)F)cc1
→ 2, -4, 30, 17, 102, 101, -6, 2, -2.2

Next part
Under each structure: PHOSPHO1 block, DNA FID counter, NALP1 yeast inh, MEKK2mut PB1 HTS, MEKK2wt PB1 HTS, MEKK3 PB1 HTS, PfM18AAP inh, GPR7 antagonist, OXTR agonist
NC(=O)NCc1cccc(Cl)c1
→ 4, 0, 1, 5, 105, 99, 1, 0, 0.3
Cc1cc(-c2nn(-c3ccccc3F)cc2CN2CCC(C(N)=O)CC2)c(C)s1
→ 26, 13, 1, 7, 114, 99, 3, 2, 1.4
O=C(CS(=O)(=O)Cc1ccccc1)Nc1nc2ccccc2s1
→ -7, -8, 3, -1, 92, 97, -9, 1, 3.5
O=C(O)c1cc(S(=O)(=O)N2CCCCC2)ccc1F
→ 56, 6, 2, 3, 100, 105, -3, -2, 0.0
O=C(O)c1ccc(CSc2nc(-c3ccc(Cl)cc3)cc(C(F)(F)F)n2)cc1
→ 24, -6, 32, 1, 97, 100, 1, -15, 0.0
O=S1(=O)CC2SC(=S)N(Cc3ccccc3)C2C1 (stereo unspecified)
→ 39, 2, 14, -2, 91, 100, 4, -15, -0.1
CC(=O)c1cc2c(=O)c3cc(C)ccc3oc2nc1C
→ 10, 1, 10, 5, 110, 108, -3, -10, -1.0

Whole records as entered above. Order of screens: PHOSPHO1 block	DNA FID counter	NALP1 yeast inh	MEKK2mut PB1 HTS	MEKK2wt PB1 HTS	MEKK3 PB1 HTS	PfM18AAP inh	GPR7 antagonist	OXTR agonist
Shown for NC(=O)NCc1cccc(Cl)c1 : 4	0	1	5	105	99	1	0	0.3
Shown for O=C(CS(=O)(=O)Cc1ccccc1)Nc1nc2ccccc2s1 : -7	-8	3	-1	92	97	-9	1	3.5
